Screens as filed in PubChem BioAssay.
Bcl-xL primary: inhibitors of human Bcl-xL; Q07817; GST-Bcl-xL / FITC-Bim BH3 peptide fluorescence polarization; inhibition, % at 10.9 µM; hit rate 0.7% among 320,000; AID 2129;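 active = inhibition above the mean of all tested compounds plus 3 SD, cutoff set per campaign, cut at about 30% in these data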;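 note: 0% = DMSO wells and 100% = unlabeled Bim-BH3 peptide competitor; inhibitors lower millipolarization by displacing the labeled peptide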
Target sequence (Q07817 whole entry, looked up): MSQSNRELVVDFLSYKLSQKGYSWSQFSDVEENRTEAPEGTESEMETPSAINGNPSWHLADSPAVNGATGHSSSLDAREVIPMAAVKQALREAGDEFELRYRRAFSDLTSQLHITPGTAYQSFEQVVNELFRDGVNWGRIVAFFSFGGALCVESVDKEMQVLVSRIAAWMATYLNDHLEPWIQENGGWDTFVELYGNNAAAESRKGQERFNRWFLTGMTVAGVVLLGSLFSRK
MCL1 BIM primary: MCL1-BIM-BH3 interaction inhibition (human). Q07820. GST-MCL1 / FITC-Bim-BH3 fluorescence polarization. inhibition, % at 10.9 µM. hit rate 0.68% among 320,000;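 active = inhibition above the mean inhibition of all tested compounds plus 3 SD, set per campaign, cut at about 40% in these data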;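 note: 0% = DMSO wells and 100% = unlabeled Bim-BH3 peptide control; higher means more loss of mP so more displacement of Bim peptide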
Target sequence (Q07820 whole entry, looked up): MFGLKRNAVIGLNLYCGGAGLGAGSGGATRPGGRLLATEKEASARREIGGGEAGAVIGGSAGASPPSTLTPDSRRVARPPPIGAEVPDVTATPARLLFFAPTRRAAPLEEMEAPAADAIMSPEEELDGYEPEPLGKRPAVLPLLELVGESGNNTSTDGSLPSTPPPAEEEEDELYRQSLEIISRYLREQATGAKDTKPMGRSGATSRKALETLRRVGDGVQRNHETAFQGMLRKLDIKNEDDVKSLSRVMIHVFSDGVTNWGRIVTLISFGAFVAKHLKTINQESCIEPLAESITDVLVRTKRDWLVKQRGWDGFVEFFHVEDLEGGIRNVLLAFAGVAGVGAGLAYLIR
GLD-1 TGE inh: GLD-1-TGE RNA interaction inhibition (C. elegans) | AID 2280 | inhibition, % at 5.96 µM | purified GLD-1 + fluorescein TGE RNA, fluorescence polarization | hit rate 0.44% among 320,000 | Q17339;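 active = percent inhibition above a per-plate cutoff, the plate mean of test compounds plus 3 SD, cut at about 30% in these data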;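 note: 0% = DMSO wells with GLD-1 and probe and 100% = wells lacking GLD-1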
MEX-5 binding: C. elegans MEX-5 TCR-2 RNA binding activity | AID 1832 | MEX-5/FITC-TCR2 RNA binding, fluorescence polarization; hits give low values | Q9XUB2 | hit rate 0.38% among 300,000 | activity score (negative = inhibition of binding), % at 10 µM;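 active = inhibition past about -25% in most replicates, and total fluorescence under double the plate's negative control median, limit read from the data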;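 note: 0% = DMSO and -100% = 5 µM competing unlabeled TCR2 RNA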
Target sequence (Q9XUB2 whole entry, looked up): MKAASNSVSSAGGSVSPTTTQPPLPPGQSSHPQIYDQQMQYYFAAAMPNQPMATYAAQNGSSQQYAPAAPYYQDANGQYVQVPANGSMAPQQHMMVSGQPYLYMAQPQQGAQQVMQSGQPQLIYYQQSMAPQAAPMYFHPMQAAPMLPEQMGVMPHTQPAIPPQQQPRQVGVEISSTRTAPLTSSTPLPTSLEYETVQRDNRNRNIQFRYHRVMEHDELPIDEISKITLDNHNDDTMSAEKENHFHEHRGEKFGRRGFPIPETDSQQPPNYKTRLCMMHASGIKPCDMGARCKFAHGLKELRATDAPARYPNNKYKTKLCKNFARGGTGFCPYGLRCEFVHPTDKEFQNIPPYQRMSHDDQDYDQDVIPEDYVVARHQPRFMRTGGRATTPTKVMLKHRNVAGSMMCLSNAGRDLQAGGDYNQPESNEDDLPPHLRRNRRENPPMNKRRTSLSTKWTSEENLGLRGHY
Fam108B inh: blocks mouse Fam108B hydrolase in RBBP9 counter-screen | recombinant Fam108B, FP-Rh probe fluorescence polarization | hit rate 0.33% among 300,000 | AID 1947 | inhibition, % at 9.51 µM;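 active = inhibition above the screen mean inhibition plus 3 SD, computed separately per campaign, cut at about 18% in these data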;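 note: inhibitors lower polarization as less probe binds the enzyme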
GRK2 inh: human GRK2 inhibition via aptamer displacement; P25098; bead flow cytometry, FAM-aptamer displacement from GRK2; inhibition of aptamer binding, % at 10 µM; hit rate 0.59% among 330,000; AID 488847;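 active = inhibition of aptamer binding above 40%, roughly 3 SD of noise, on plates passing a quality check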;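 note: median bead fluorescence of bound FAM aptamer so fluorescent compounds give negative values; no value below 0 was filed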
VLA-4 inh: inhibition in a human VLA-4 binding assay. P13612. VLA-4 expressing cells, ligand binding flow cytometry. inhibition, % (about 7 µM as worked out from the volumes in the protocol). hit rate 0.2% among 330,000; in the data active = inhibition above about 50%
Efflux pump inh: inhibitors of Candida antifungal efflux pumps expressed in yeast; hit rate 0.44% among 330,000; inhibition, % at 10 µM; S. cerevisiae Candida pump triplex, Nile Red efflux;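 active = plate passing quality check with inhibition over a set limit, or well fluorescence over plate mean plus 4 SD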;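 note: Nile Red retained in pooled yeast measured as flow cytometry median fluorescence; 0% = buffer negative control and 100% = Enniatin B positive control; higher means more Nile Red kept so more efflux inhibition; some compounds called inactive have numbers as strong as hits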
PME-1 inh: blocks human protein phosphatase methylesterase 1; Q9Y570; recombinant PME-1, FP-Rh probe fluorescence polarization; hit rate 0.53% among 320,000; AID 2130; inhibition, % at 5.9 µM;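 active = inhibition above the campaign mean of all compounds plus 3 SD, cut at about 26% in these data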;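 note: competitive labeling of PME-1 active site by serine hydrolase directed probe; 0% = PME-1 with DMSO and 100% = wells lacking PME-1 enzyme; inhibitors block probe labeling so polarization falls and inhibition rises; many of its hits are not listed in these tables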
Starred values were filed as active, the others as inactive; nt = no result given. Some of the compounds tested. The share of hits here may be higher or lower than overall.

SMILES	Bcl-xL primary	MCL1 BIM primary	GLD-1 TGE inh	MEX-5 binding	Fam108B inh	GRK2 inh	VLA-4 inh	Efflux pump inh	PME-1 inh
CCn1c(SCC(=O)Nc2ccc(NC(=O)c3ccco3)c(OC)c2)nc2ccccc2c1=O	9	19	4	nt	-2	0	0	0.1	2
COc1ccc(S(=O)(=O)N(CC(=O)N/N=C/c2ccccc2C(=O)O)c2ccccc2OC)cc1	0	-2	5	0.5	1	0	12	0.1	-2
CCOC(=O)C1Nc2c(F)cc(C)cc2C2C=CCC12 (stereo not given)	14	36	-6	-4.0	5	0	-8	0.0	4
COc1cc(C2CC(=O)NC(SCC(=O)Nc3ccccc3C)=C2C#N)ccc1O (stereo not given)	4	2	4	-1.0	-1	1	18	-0.2	4
COc1ccc(C(=O)NNC(=O)c2cc(C)nc3ccccc23)cc1	2	2	1	nt	nt	2	-11	-0.1	-2
Cc1ccc2nc(N3CCN(C)CC3)c(C=O)c(=O)n2c1	34*	38	16	-6.1	1	2	4	0.0	-6
Cc1ccc(-c2nc(N)sc2CC(=O)OCC(=O)N2C(C)CCCC2C)cc1 (stereo not given)	16	19	12	-1.3	3	2	5	0.1	-7
O=S(=O)(NC1=NCCCCC1)c1cc(F)ccc1F	nt	nt	2	nt	nt	0	10	0.3	nt
Cc1cnc(C(=O)OCC(=O)Nc2ccc(Cl)cn2)cn1	5	-10	6	-1.3	0	0	-2	0.1	-6
COC(=O)N1C(=O)[C@](c2ccsc2)(C(C)C)N1C(=O)OC	-2	-7	-4	0.5	-1	0	0	0.1	25
CC(NC(=O)CCc1nnc(-c2ccc(-c3ccccc3)cc2)o1)c1nc2ccccc2[nH]1 (stereo not given)	1	2	-8	-0.1	-8	0	0	0.1	-1
COC(=O)c1cc(S(=O)(=O)N(C)C2CCCCC2)oc1C	5	5	0	0.1	0	2	21	0.3	-4
O=C(CCc1c[nH]c2ccccc12)N1CCN(c2ccc(O)cc2)CC1	13	7	4	-0.1	3	2	0	-0.1	4
CCOc1ccc(C(=O)NCC(=O)Nc2cc(C)ccn2)cc1OCC	-1	6	6	nt	nt	0	12	0.1	1
O=C(c1ccco1)N1CCN(C2CC(=O)N(c3ccc4c(c3)OCO4)C2=O)CC1 (stereo not given)	3	3	2	1.8	3	1	1	0.0	-1
O=C(CCNC(=O)c1ccco1)NCc1ccc(F)cc1	nt	nt	6	nt	nt	0	-7	0.2	nt
O=C(COC(=O)c1ccc(F)c(S(=O)(=O)N2CCOCC2)c1)NCc1ccccc1	nt	nt	4	nt	nt	0	-1	-0.5	nt
Nc1ccc(-n2ccnc2)cc1	1	4	-2	4.0	-2	3	10	-0.1	0
O=C(CSc1nc(O)cc(=O)n1C1CCCC1)Nc1cccc(Cl)c1Cl	2	3	4	4.4	-3	3	-22	-0.2	-7
Cc1ccc(C(=O)N/C(=C/c2ccc(-c3cccc([N+](=O)[O-])c3)o2)C(=O)NCCCN(C)C)cc1	3	-2	3	0.6	5	1	-5	-0.1	-2

Following part:
SMILES	Bcl-xL primary	MCL1 BIM primary	GLD-1 TGE inh	MEX-5 binding	Fam108B inh	GRK2 inh	VLA-4 inh	Efflux pump inh	PME-1 inh
CCOc1ccc(-c2c(C(=O)N/N=C(\C)c3ccco3)nnn2-c2nonc2N)cc1	-3	0	2	-1.2	-3	7	15	0.0	-8
Cc1cc(C)c(C(=O)CSc2nc(C)cc(C)c2C(N)=O)c(C)c1	2	-3	1	0.6	2	4	6	-0.1	-2
CCc1nnc(NC(=O)CCC(=O)NC2CCCC2)s1	3	7	10	3.8	0	0	-5	-0.1	-5
CCOC(=O)CSc1nnc(-c2ccco2)n1C	4	8	4	-0.5	1	0	9	-0.1	-4
O=C(O)C1CC=CCC1C(=O)NCCc1ccccc1 (stereo not given)	-5	0	8	-0.3	2	5	19	0.1	-3
Cc1cc(C)c(C)c(S(=O)(=O)N2CCC(C(=O)N3CC(C)CC(C)C3)CC2)c1C (stereo not given)	-1	0	2	2.7	0	0	-3	0.0	0
CN(C)c1ccc(C2C3=C(CCCC3=O)OC3=C2C(=O)CCC3)cc1	9	6	3	-0.4	0	1	-16	-0.1	1
O=C(COc1ccc2c(c1)C(=O)CC1(CCCCC1)O2)NCc1ccccc1	6	4	-1	1.6	-1	1	-1	0.0	-7
CCc1ccc(-c2ccc(C(=O)O)c(C)n2)cc1	-1	-1	24	-0.2	-1	1	18	-0.4	0
COc1ccc(-c2nc3ccccc3c(=O)n2NC(=S)N(C)C)cc1	5	3	2	-0.5	3	0	3	0.2	6
O=C(Cc1ccccc1)NCC(=O)N1CCc2ccccc2C1	3	7	0	-0.1	3	0	-21	-0.1	-1
COc1ccc(NC(=S)N(Cc2cccc(Br)c2)CC2CCC(C(=O)O)CC2)cc1 (stereo not given)	4	5	5	-3.2	4	0	35	0.1	-8
Cc1cccc(C(=O)NCCN2CCCC2)c1	3	3	2	1.0	1	0	2	0.1	3
CCOC(=O)CCNC(=O)Nc1ccc2nc(C)n(Cc3ccccc3Cl)c(=O)c2c1	1	-7	0	1.1	-3	0	5	0.1	5
OCCC1CN(Cc2ccc(F)cc2)CCN1CCCc1ccccc1 (stereo not given)	nt	nt	nt	0.3	nt	0	-1	-0.1	nt
CCOc1ccccc1N1CCN(C(=O)CNC(=O)c2sc3ccccc3c2Cl)CC1	1	6	2	1.0	-1	0	6	0.5	-7
Cn1ncc(Cl)c1C(=O)N1CCc2ccccc21	-3	2	-1	2.5	3	0	-12	-0.1	-1
O=C1N/C(=N\N=C\c2cccs2)SC1Cc1cccc(Cl)c1Cl (stereo not given)	0	4	1	1.2	-7	1	4	-0.1	-3
COc1ccc(OC)c(CN2CCN(S(=O)(=O)c3ccc(NC(C)=O)cc3)CC2)c1	1	2	8	0.5	2	0	9	0.2	-2
Cc1ccc(N(Cc2ccccc2)C(=O)c2ccc(Cl)c(S(=O)(=O)N3CCOCC3)c2)cc1	-4	-9	2	0.9	-2	0	1	0.1	5

The list goes on.
SMILES	Bcl-xL primary	MCL1 BIM primary	GLD-1 TGE inh	MEX-5 binding	Fam108B inh	GRK2 inh	VLA-4 inh	Efflux pump inh	PME-1 inh
CC(=O)Nc1ccc(S(=O)(=O)N2CCN(c3cnn(C)c(=O)c3Cl)CC2)cc1	-3	-9	-4	-1.4	-7	0	3	0.1	3
COc1ccc(NC(=S)N(CCCN2CCOCC2)Cc2ccco2)cc1	3	0	2	-1.4	-3	0	-1	0.1	-5
N#Cc1nc(-c2cccs2)oc1NCC1CCCO1 (stereo not given)	6	3	2	-3.7	-1	8	10	-0.1	1
Cc1ccc2c(Cl)cc(Cl)c(OCC(=O)Nc3cc(S(=O)(=O)N(C)C)ccc3C)c2n1	3	-9	8	-1.0	0	3	0	0.0	13
COc1cccc(/C=C2\SC(N3CCCC(C)C3)=NC2=O)c1OC (stereo not given)	22	1	-3	-1.0	-1	3	9	-0.1	-1
S=C(NCc1ccco1)Nc1ccc(Cl)c(Cl)c1	2	5	3	2.0	-2	3	7	0.1	0
CCN(CC)S(=O)(=O)c1ccc2oc(C(=O)NCCN3CCOCC3)c(C)c2c1	-1	-2	5	0.1	1	0	5	0.2	-1
NC(=O)Nc1ccc(C(=O)OCC(=O)NC2CCCc3ccccc32)cc1 (stereo not given)	nt	nt	-1	nt	nt	1	-7	0.3	nt
O=C(CC1C(=O)NCCN1Cc1ccccc1C(F)(F)F)NC1CCCCCC1 (stereo not given)	22	21	11	-0.8	-2	1	6	0.2	-11
N#CCCn1cc(C(=O)Nc2ccc(C(=O)O)cc2)c(-c2ccc([N+](=O)[O-])cc2)n1	5	1	0	2.7	3	0	-2	-0.2	-1
COc1cccc(/C=N/c2nc3ccccc3n2C)c1O	5	5	4	1.1	2	7	1	-0.2	1
CCCCc1ncc(CN2CCC(n3nccc3NC(=O)C(OC)c3ccccc3)CC2)[nH]1 (stereo not given)	9	10	5	-3.3	-3	1	-4	-1.3	0
O=C(CSc1nc(=O)n(Cc2ccccn2)c2c1CCC2)Nc1ccc(F)cc1F	3	-1	-1	-0.6	1	1	8	-0.1	3
Cc1cc(F)ccc1S(=O)(=O)N1CCCCC1CCNC(=O)C(=O)NCc1ccccn1 (stereo not given)	5	2	4	0.0	-1	1	4	0.1	0
COc1ccc(N(C)S(=O)(=O)c2ccc(Cl)c(C(=O)NCCc3ccc(Cl)cc3)c2)cc1	-2	-5	3	4.3	-4	0	11	-0.1	5
NC(=O)C1CCN(C(=O)COc2ccc3c4c(c(=O)oc3c2)CCCC4)CC1	3	3	4	-2.9	0	0	30	-0.2	-7
NC(=O)NC(=O)Nc1ccccc1Cl	6	4	1	0.2	-2	0	7	0.0	2
Cc1cc(C)cc(N2Cc3ccccc3C2)c1	8	4	3	1.1	-1	2	-7	-0.1	0
O=C(c1ccccc1F)N1CCN(Cc2ccccc2F)CC1	3	7	-1	-1.1	-2	0	10	0.0	9
COc1ccc(CCn2cc(C#N)c(=O)[nH]c2=O)cc1OC	6	-5	1	-3.8	5	1	-5	0.1	-4

Next part:
SMILES	Bcl-xL primary	MCL1 BIM primary	GLD-1 TGE inh	MEX-5 binding	Fam108B inh	GRK2 inh	VLA-4 inh	Efflux pump inh	PME-1 inh
CC1(C)CC(=O)C(C#N)=C(NCCCO)C1	-4	6	-1	-0.3	-2	0	-5	0.0	3
C=CCn1c(SCC(=O)NCc2ccc3c(c2)OCO3)nc2scc(-c3ccccc3)c2c1=O	1	0	-5	1.6	-1	0	12	0.1	3
C#CCOCCOCCOCCNc1nc(N2CCN(C(=O)[C@H](CCCCN)n3cc(CN)nn3)CC2)nc(N2CCN(C(=O)[C@H](CCCCN)n3cc([C@@H](N)[C@H](C)CC)nn3)CC2)n1	nt	nt	-2	nt	nt	0	4	0.0	nt
Cc1cc(/C=C(\C#N)C(=O)NCc2ccco2)c(C)n1-c1ccc(C(=O)O)cc1	4	0	7	-2.9	-3	22	3	0.2	0
O=C(CN1C(=O)c2cccc3cccc1c23)Nc1ccc(S(=O)(=O)N2CCOCC2)cc1	-1	0	3	0.9	-2	5	6	0.2	-6
CCN(C(=O)COc1ccccc1C(=O)NCc1ccccc1)C1CCS(=O)(=O)C1 (stereo not given)	-2	-4	6	nt	nt	1	0	0.0	-3
Cc1cccc(C(C)C)c1NC(=O)c1ccc(CN(c2ccccc2)S(=O)(=O)c2ccccc2)cc1	8	9	6	-0.3	-1	0	15	-0.2	-3
CCOc1cc(/C=N/NC(=O)c2c(-c3ccccc3)noc2C)ccc1O	10	7	6	-0.9	2	3	-2	-0.1	1
Cc1cccc(OCCC(=O)NCC(=O)Nc2c(C)cccc2C)c1	-3	-3	1	3.3	4	1	30	0.0	3
Cn1nc([N+](=O)[O-])nc1Oc1ccccc1	-4	3	7	1.9	1	0	1	-0.1	2
CC(C)c1nc(Cl)c(C#N)c2c1CCCC2	1	2	10	0.4	4	2	-1	0.0	-2
COc1ccccc1NC(=O)Cc1ccsc1	-6	-10	-4	0.1	6	0	-2	0.0	3
COc1ccc2c(c1OC)C(=O)OC2Nc1nc(-c2cccc([N+](=O)[O-])c2)cs1 (stereo not given)	5	-1	-4	0.7	0	1	0	0.2	-1
CC(=O)NC(Cc1ccc(F)cc1)C(=O)NC1CCN(S(=O)(=O)c2ccccc2)CC1 (stereo not given)	3	4	3	2.8	-1	5	3	0.0	-7
CCc1noc(C)c1C(=O)OC(C)C(=O)NCc1ccc(OC)cc1 (stereo not given)	0	3	-7	nt	nt	3	-8	0.1	-1
